# IDE act: activators of human insulin-degrading enzyme in cells | P14735 | HEK cells, FAbeta-B cleavage, fluorescence polarization; 0% vehicle, 100% cell-free pure enzyme wells | activation, % at 5.96 µM | actives 0.073% (n = 340,000);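 active = activation above the mean of all tested compounds plus 3 SD, set per screening campaign, cut at about 17% in these data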
# IDE cell inh: inhibitors of human insulin-degrading enzyme in cells; inhibition, % at 5.59 µM; P14735; AID 434962; actives 0.41% (n = 320,000); HEK cells, FAbetaB cleavage, fluorescence polarization;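 active = percent inhibition above the average of all tested compounds plus 3 SD, set per screening campaign, cut at about 16% in these data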;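 also: IDE supplied by intact live HEK cells; FP after avidin binding of uncleaved biotin substrate so inhibition keeps polarization high; 0% = DMSO wells and 100% = 60 µM reference IDE inhibitor Ii1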
# CHRM4 PAM: potentiates acetylcholine response at human M4 receptor; CHO-K1 hM4/Gqi5, Fluo-8 calcium fluorescence, ACh EC20; 0% = ACh EC20, 100% = maximal ACh; activation, % at 3 µM; actives 0.4% (n = 360,000);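 active = activation above its plate's cutoff, the mean activation of sample wells plus 3 SD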; also: some results filed as inactive read as strong as hits
# Target sequence (P08173 whole entry, looked up): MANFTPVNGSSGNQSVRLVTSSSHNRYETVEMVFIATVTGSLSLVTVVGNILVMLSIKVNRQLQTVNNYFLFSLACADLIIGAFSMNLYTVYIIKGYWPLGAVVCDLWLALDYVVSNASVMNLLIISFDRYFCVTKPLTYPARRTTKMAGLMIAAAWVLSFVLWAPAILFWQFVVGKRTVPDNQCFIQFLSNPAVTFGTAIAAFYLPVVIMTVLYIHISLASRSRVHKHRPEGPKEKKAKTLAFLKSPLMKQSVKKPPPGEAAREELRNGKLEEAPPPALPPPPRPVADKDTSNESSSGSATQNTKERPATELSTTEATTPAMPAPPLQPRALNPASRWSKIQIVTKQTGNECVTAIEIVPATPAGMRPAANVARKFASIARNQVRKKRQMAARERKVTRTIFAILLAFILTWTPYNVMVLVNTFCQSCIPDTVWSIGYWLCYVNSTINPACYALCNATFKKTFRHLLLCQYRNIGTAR
# MEKK3 PB1 HTS: MEKK3-MEK5 PB1 interaction, increase or decrease | bead-based flow cytometry, Alexa488-MEK5 binding to MEKK3; actives lie on both sides; 0 = blocked by unlabeled MEK5, 100 = vehicle | Q99759 | actives 1.4% (n = 290,000) | binding response (% of control), % at 10 µM;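 active = binding response more than 3 SD above or below the average of its plate-row segment, actives on both sides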;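 also: Alexa488 bead fluorescence after subtracting the streptavidin-only scavenger bead signal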
# CRFR2-BP ag: agonists of human CRF-binding protein/CRF-R2 receptor complex. activation, % at 13.2 µM. actives 0.46% (n = 350,000). HEK293 CRF-R2/CRF-BP, calcium dye fluorescence (FLIPR); percent of saturating CRF peptide response. AID 588473;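 active = activation of at least 50%, plus an integration ratio under a set limit after plate pattern correction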;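 also: plate controls were neutral control wells without compound for no effect and CRF at EC100 for full effect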
# GalR3 antag: antagonists of human GalR3; HEK293 GalR3-CNG cAMP membrane potential fluorescence; galR3 body fused to GalR1 C-terminus; O60755; inhibition, % at 3 µM; AID 651719; actives 0.44% (n = 360,000);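 active = inhibition above the screen-wide average plus 3 SD, cut at about 13% in these data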;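 also: forskolin and galanin both at EC90 stimulate the cells; cAMP rise reported by CNG channel membrane potential dye signal; 0% = forskolin plus galanin with DMSO and 100% = forskolin alone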
# Target sequence (O60755 1-299 limits assumed): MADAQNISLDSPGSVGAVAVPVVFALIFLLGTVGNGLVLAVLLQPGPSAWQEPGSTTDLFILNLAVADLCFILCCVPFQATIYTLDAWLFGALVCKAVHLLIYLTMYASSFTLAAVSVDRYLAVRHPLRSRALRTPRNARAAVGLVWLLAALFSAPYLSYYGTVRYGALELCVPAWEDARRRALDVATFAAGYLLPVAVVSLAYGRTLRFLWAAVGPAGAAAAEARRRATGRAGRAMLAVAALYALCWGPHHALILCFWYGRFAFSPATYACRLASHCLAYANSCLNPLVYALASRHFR
# pCIP destab: lowers stability of the mouse p/CIP coactivator protein; Q05BA5; F442A p/CIP-EGFP cells, EGFP fluorescence, 16 h; decrease of EGFP signal, % at 10 µM; actives 0.01% (n = 290,000); AID 1984;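 active = EGFP signal decrease of at least 30% at 10 µM or well 3 SD below plate mean, unless failing retest; inactive = the rest, including hits failing retest or dose response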; also: some compounds called inactive have numbers as strong as hits; many of its hits are not listed in these tables
# CRFR2-BP antag: blocks CRF-induced signaling of the CRF-BP/CRF-R2 complex. HEK293 CRF-R2/CRF-BP, CRF-induced calcium fluorescence. inhibition, % at 11.8 µM. actives 0.59% (n = 350,000). AID 588475;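 active = inhibition of the ligand-induced calcium signal above about 50% at the single tested concentration, limit read from the data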
# PHOSPHO1 block: blocks human PHOSPHO1 phosphatase activity | Q8TCT1 | recombinant PHOSPHO1, absorbance phosphatase assay | inhibition, % at 13.3 µM | actives 1.1% (n = 290,000) | AID 1565; in the data active = inhibition above about 60%
# Target sequence (Q8TCT1 whole entry, looked up): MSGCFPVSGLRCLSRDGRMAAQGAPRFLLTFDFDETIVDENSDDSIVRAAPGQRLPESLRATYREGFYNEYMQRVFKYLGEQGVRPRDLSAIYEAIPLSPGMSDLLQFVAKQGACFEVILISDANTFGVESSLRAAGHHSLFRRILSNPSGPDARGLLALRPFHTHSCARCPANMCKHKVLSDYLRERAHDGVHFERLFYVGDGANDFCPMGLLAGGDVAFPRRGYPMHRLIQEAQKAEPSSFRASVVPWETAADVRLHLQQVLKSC
# * hit, by the source's call; . = not tested or not shown.
SMILES,IDE act,IDE cell inh,CHRM4 PAM,MEKK3 PB1 HTS,CRFR2-BP ag,GalR3 antag,pCIP destab,CRFR2-BP antag,PHOSPHO1 block
COC(=O)[C@H](Cc1c[nH]c2ccccc12)NC(=O)NCc1ccc(OC)c(OC)c1,7.7,-2.0,0.1,100.0,1.6,-9.2,-5.2,0.7,41.5
CCCc1c2ccccc2nc2ccccc12,0.5,5.4,1.9,106.0,0.6,-10.9,2.0,-41.3,-15.4
CC(C)Cc1nnc(NC(=O)CCC(=O)NC2CCCCCC2)s1,-4.3,4.6,-4.3,98.0,-0.2,-0.6,4.4,-14.1,-5.0
O=C1NC(=O)C2(CCc3ccccc32)N1 (stereo unspecified),2.5,8.8,4.5,106.0,-1.1,-3.7,-9.4,2.5,17.9
O=C(/C=C/c1ccccc1)CC(=O)c1ccccc1O,1.6,2.6,0.6,102.0,0.9,0.9,-4.1,4.3,36.8
Cc1cc(SCC(=O)OCC(=O)NC(C)c2ccccc2)c(C)cc1Br (stereo unspecified),-2.6,2.0,-1.8,103.0,2.3,0.3,1.8,8.3,6.3
O=C(CNC(=O)c1ccncc1)N/N=C/c1cc(Br)ccc1OCc1ccccc1,2.6,14.8,-12.2,104.0,-0.6,-7.5,-6.7,-27.7,23.7
COCCNC(=O)C1CC(=O)N(c2ccc(OC)cc2)C1c1ccc(OC)cc1 (stereo unspecified),4.3,3.8,-2.6,99.0,2.7,-0.5,8.5,-6.6,-7.5
CCOC(=O)C1=C(C)Nc2ncnn2C1c1cc(Br)ccc1F (stereo unspecified),2.8,2.5,2.5,102.0,-0.1,-2.1,1.4,16.8,16.1
C/C(=N\NC(N)=S)C1(C)CC2(CC(C)(C)OC2=O)C(=O)O1 (stereo unspecified),.,1.6,0.3,108.0,-0.4,-6.4,-15.5,-7.4,-14.7
CCOc1ccccc1N1CSC2=C(C#N)C(c3c(OC)ccc4ccccc34)CC(=O)N2C1 (stereo unspecified),-13.7,5.6,2.5,106.0,2.1,.,-10.7,-7.3,91.5*
Cn1nccc1NS(=O)(=O)c1ccc(NC(=O)C(F)(F)F)cc1,.,5.3,-2.4,99.0,2.5,-3.5,-5.8,-10.4,-0.8
CCOc1ccc(-c2nn(-c3ccccc3)cc2/C=C2\SC(=S)N(C3CCS(=O)(=O)C3)C2=O)cc1 (stereo unspecified),4.0,-3.6,4.3,106.0,115.3*,-3.5,-7.2,-122.2,-33.8
O=[N+]([O-])c1ccc2c(c1)oc1ccccc12,1.3,5.5,2.0,104.0,-1.4,-6.7,-0.9,15.8,-7.5
COc1cccc(C(=O)OCCCN(C)C)c1,-1.1,-3.0,3.0,103.0,2.1,-5.6,-1.7,-3.0,-11.3
NC(=O)c1ncn([C@@H]2O[C@H](CNCc3ccc(-c4cc(C(F)(F)F)ccc4Cl)o3)[C@@H](O)[C@H]2O)n1,2.9,.,1.6,.,-2.2,-1.0,.,8.1,.
O=C(CN1CCN(Cc2ccccc2)CC1)NCC1COc2ccccc2O1 (stereo unspecified),2.5,-0.6,2.4,99.0,0.3,-3.8,-0.2,8.5,-10.8
CCc1nc2ccccc2c(C(=O)O)c1C,1.2,11.1,7.8,103.0,-0.1,-4.3,6.2,13.8,7.4
COCCCNC(=O)C1CCCCN1S(=O)(=O)c1ccc(F)cc1 (stereo unspecified),3.3,-3.1,-0.3,97.0,0.1,-5.0,-0.3,-17.4,2.3
COc1ccc(NC2CS(=O)(=O)CC2NCc2ccccc2)cc1 (stereo unspecified),-0.6,3.0,-2.2,111.0,-0.4,5.9,11.1,7.5,-5.6
COc1ccc(OC)c(Nc2nc(NCc3ccco3)c3ccccc3n2)c1,3.2,2.8,-2.2,117.0,-0.1,-2.4,-27.2,-3.7,30.5
O=C(O)c1nccnc1C(=O)NCc1csc2ccc(Cl)cc12,.,1.9,6.3,94.0,-0.8,-4.3,-0.5,-5.7,8.1
CCc1nn(CCCC(=O)N2CCc3ccccc3C2)c(=O)c2cc3occc3n12,3.9,2.8,-4.2,103.0,1.1,-1.6,-3.3,0.8,-56.0
O=C(NCc1ccccc1)c1ccc(-c2ccccc2F)o1,-5.9,-5.8,5.0,79.0,-0.3,-8.8,-0.9,7.5,2.1
N=c1c(C(=O)NCC2CCCO2)cc2c(=O)n3ccccc3nc2n1Cc1ccc(Cl)cc1 (stereo unspecified),2.4,9.2,-9.9,99.0,3.8,0.5,7.8,8.4,-30.1
# Additional results follow:
SMILES,IDE act,IDE cell inh,CHRM4 PAM,MEKK3 PB1 HTS,CRFR2-BP ag,GalR3 antag,pCIP destab,CRFR2-BP antag,PHOSPHO1 block
O=C(COC(=O)c1cccnc1Cl)c1ccc2c(c1)OCCO2,0.8,-1.9,-6.5,99.0,1.2,-4.1,6.2,12.4,23.8
Cc1cccc(C(=O)Nc2ccccc2C(=O)OCc2c(C)noc2C)c1,0.4,-6.3,0.9,100.0,0.1,-7.5,-7.3,22.1,-5.4
O=C(C[C@H]1C(=O)N(Cc2cccnc2)C[C@@H]1Cc1ccccc1)Nc1ccccc1,.,.,0.1,.,-0.7,-2.1,.,-11.2,.
CC1=C(C(=O)Nc2ccccc2)C(c2ccncc2)n2nnnc2N1 (stereo unspecified),1.6,3.1,-21.6,112.0,-1.9,2.8,.,1.9,.
CCN1C(=O)/C(=C\C=C2/C=CC=CN2CC)SC1=S,-9.4,3.8,2.9,105.0,-2.9,4.8,10.0,10.9,-5.0
CSc1ccccc1NC(=O)CNCCCN1CCOCC1,3.5,-1.4,-7.0,102.0,-2.0,-1.6,-7.9,4.7,3.8
CCCCC(=O)NC(c1ccccc1)c1ccc2cccnc2c1O (stereo unspecified),6.3,-1.7,-2.3,108.0,-1.7,-12.3,4.1,8.1,.
O=[N+]([O-])c1ccc2c(c1)nc1n2CCCCC1,3.2,1.0,-2.2,101.0,-1.1,-7.7,17.9,-8.6,19.2
CCOc1ccc(NC(=O)CC2C(=O)N(c3ccc(OC)cc3)C(=O)N2CCc2ccc(OC)c(OC)c2)cc1 (stereo unspecified),0.0,2.8,-8.3,94.0,0.5,-6.2,10.8,10.8,-5.3
Oc1cccc(-c2nnc(-c3cccc(O)c3)nn2)c1,-2.2,.,-2.0,.,-7.0,-5.4,.,-4.9,.
CN(C)C(=O)CCc1ccc2c3c([nH]c2c1)[C@]1(C)[C@@H](C(=O)N2CCCCC2)C[C@H](CC(=O)NCc2ccco2)C(=O)N1CC3,2.6,.,-1.1,.,0.6,2.2,.,-7.3,.
O=C(NCc1ccccc1)C1(C(F)(F)F)C/C(=C\CCO)CCCO1 (stereo unspecified),5.9,8.3,6.7,111.0,-0.1,-1.3,.,-0.1,.
Clc1cccc(Cl)c1Cn1cnc2c(N3CCCCCC3)ncnc21,1.2,2.5,15.5,99.0,0.8,3.9,4.0,-38.0,3.6
O=[N+]([O-])c1ccc(NN=C(C2CC2)C2CC2)c([N+](=O)[O-])c1,.,.,2.3,.,23.5,-0.5,.,19.8,.
Cc1ccc(S(=O)(=O)N(C)C)cc1NC(=O)COC(=O)Cc1ccc(Br)cc1,-3.2,-1.3,-9.5,105.0,1.4,1.9,11.3,-5.0,16.1
Cc1ccc(CNC(=O)CCNC(=O)c2ccc(Br)o2)cc1,2.5,1.9,4.3,97.0,-0.5,-5.4,-0.9,8.8,-2.6
COc1ccc(C(=O)n2ncc(C#N)c2N)cc1,7.2,.,4.1,89.0,15.2,-2.1,-1.8,10.8,-14.0
CC1CCN(CCCNC(=O)C2CCC(CNS(=O)(=O)c3cccc4nsnc34)CC2)CC1 (stereo unspecified),1.0,0.3,-13.8,102.0,0.1,-1.2,-2.9,1.5,29.3
Nc1nc(NCc2ccccc2)nc(-c2ccccc2)n1,-0.5,4.8,3.9,87.0,0.0,-0.4,2.1,-22.7,-25.8
O=C(c1ccc(OC2CCN(CCc3ccccc3)CC2)cc1)N1CCC(CO)CC1,-4.6,4.0,-13.0,101.0,3.5,-4.5,-1.0,-8.6,59.8
O=C(NCCc1c[nH]c2ccccc12)C(=O)NCC(c1ccco1)N1CCN(c2ccc(F)cc2)CC1 (stereo unspecified),5.5,3.9,-3.8,129.0*,-0.9,-4.5,5.2,-0.8,-10.7
C=CCN=C1NN=C(c2ccc3c(c2)OCCO3)CS1,-4.6,3.0,2.4,100.0,0.3,-7.3,-4.1,-3.5,32.2
O=C(CCC1CCCC1)Nc1ccccc1-c1ccccc1,6.1,8.8,1.2,102.0,1.3,1.2,17.5,-8.6,3.1
O=S(=O)(c1ccc(Br)cc1)N1CCCN(Cc2cccc(F)c2)CC1,2.5,4.4,-15.6,93.0,0.5,-3.7,-9.6,20.4,-15.4
O=C(Nc1ccc(Cl)cc1)Nc1ccc(N2CCC(C(F)(F)F)CC2)nc1,4.6,1.9,0.2,95.0,0.4,-5.5,-8.4,-2.1,-5.3
# Next part
SMILES,IDE act,IDE cell inh,CHRM4 PAM,MEKK3 PB1 HTS,CRFR2-BP ag,GalR3 antag,pCIP destab,CRFR2-BP antag,PHOSPHO1 block
C[C@@H]1CN([C@@H](C)CO)C(=O)CCCn2cc(nn2)CO[C@H]1CN(C)S(=O)(=O)c1ccc(Oc2ccccc2)nc1,.,.,-4.1,.,0.3,0.2,.,-3.6,.
CCCC(=O)N1CCN(c2nc3c(OC)ccc(Cl)c3s2)CC1,2.7,5.7,0.7,103.0,-0.2,-7.2,5.0,2.6,-1.2
CC(C)CCNc1ncnc2c1nnn2Cc1ccccc1Cl,-0.5,3.1,6.5,109.0,-4.4,-5.9,-5.1,-27.4,-1.0
Cc1cccnc1NC(=O)c1ccc(Cl)c(S(=O)(=O)N2CCCC2)c1,-0.8,-0.4,13.7,97.0,-1.1,-2.3,12.2,-1.8,22.2
CC1CCN(C(=O)COC(=O)c2cc3ccccc3cc2O)CC1,-0.7,3.2,-6.3,99.0,0.6,-5.5,-3.5,18.6,-11.6
COC(=O)CNC(=O)C1CC(=O)N(CCc2ccc(F)cc2)C1 (stereo unspecified),5.1,0.4,-2.1,106.0,-0.6,-7.7,3.6,-0.3,41.1
CCCSc1nc2cc(S(=O)(=O)N3CCOCC3)ccc2n1CC,1.4,0.0,2.0,103.0,0.5,1.1,1.7,1.7,37.6
CCCCn1c(N)c(N(CC(C)C)C(=O)c2cccc(S(=O)(=O)N(CC)c3ccccc3)c2)c(=O)[nH]c1=O,2.1,.,1.1,.,1.2,2.4,.,12.9,.
O=C(CSC1=NC(=O)C(Cc2ccccc2)C(=O)N1)Nc1ncc(Br)cc1Br (stereo unspecified),-0.6,-0.8,4.5,100.0,-0.9,-6.4,3.5,-1.8,-7.5
Nc1ncn(C(=S)Nc2ccccc2)n1,2.4,.,4.5,.,-3.1,-3.8,.,26.4,.
CCNc1nc(=S)nc(NCc2ccccc2)[nH]1,.,2.8,.,104.0,.,-0.2,6.2,.,-59.7

# Arranged by the number under CHRM4 PAM (falling): 3 of the compounds above.
SMILES,IDE act,IDE cell inh,CHRM4 PAM,MEKK3 PB1 HTS,CRFR2-BP ag,GalR3 antag,pCIP destab,CRFR2-BP antag,PHOSPHO1 block
CC(C)CCNc1ncnc2c1nnn2Cc1ccccc1Cl,-0.5,3.1,6.5,109.0,-4.4,-5.9,-5.1,-27.4,-1.0
O=C(CSC1=NC(=O)C(Cc2ccccc2)C(=O)N1)Nc1ncc(Br)cc1Br (stereo unspecified),-0.6,-0.8,4.5,100.0,-0.9,-6.4,3.5,-1.8,-7.5
COC(=O)CNC(=O)C1CC(=O)N(CCc2ccc(F)cc2)C1 (stereo unspecified),5.1,0.4,-2.1,106.0,-0.6,-7.7,3.6,-0.3,41.1

# Screening data from PubChem.
